RAD54 inh: inhibitors of human RAD54 branch migration, primary screen, biochemical, fluorescence, single point. RAD54 Holliday junction branch migration, FAM/BHQ fluorescence. actives 0.14% (n = 360,000). DNA repair and recombination protein RAD54-like (Homo sapiens), Q92698. inhibition, % at 10.4 µM;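 active means mean normalized replicate activity at least 40 and at least half of replicates scoring 40 or more; inconclusive means only one of the two criteria met; inactive means mean below 40 and under half of replicates reaching 40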;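 further: 0% = median of neutral control wells and 100% = median of positive control wells; inhibitors cause a drop in the FAM fluorescence signal; in these data hits start at about 50%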
ERp5 block: inhibitors of ERp5-driven insulin aggregation, primary screen, biochemical, turbidity, absorbance 650 nm, single point. actives 0.05% (n = 350,000). AID 651711, 2012. 90 min. inhibition, % at 9.99 µM;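 active means mean replicate inhibition above about 25%, with every replicate also reaching it, limit read from the data, passing the limit was not always enough; inconclusive means only one of those two criteria met; inactive means neither criterion met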
Target sequence (Q15084 whole entry, looked up): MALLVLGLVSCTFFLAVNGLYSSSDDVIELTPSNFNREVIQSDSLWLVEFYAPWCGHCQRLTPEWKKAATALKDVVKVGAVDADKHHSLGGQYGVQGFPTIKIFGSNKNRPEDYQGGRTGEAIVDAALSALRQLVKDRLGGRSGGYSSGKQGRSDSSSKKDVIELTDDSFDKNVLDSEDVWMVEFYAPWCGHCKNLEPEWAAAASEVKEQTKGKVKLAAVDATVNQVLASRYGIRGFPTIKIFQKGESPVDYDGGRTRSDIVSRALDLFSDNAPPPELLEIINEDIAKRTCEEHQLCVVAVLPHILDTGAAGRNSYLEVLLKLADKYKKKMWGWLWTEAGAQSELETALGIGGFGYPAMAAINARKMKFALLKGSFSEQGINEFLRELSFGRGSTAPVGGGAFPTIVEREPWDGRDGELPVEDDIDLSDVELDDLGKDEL
esBAF inh: Bmi1 luciferase reporter increase in mESCs, primary screen, esBAF inhibitor project, mouse ES cells, Bmi1 luciferase knock-in, single point; 24 h; 100% = twice the neutral-well signal; reporter increase, % at 12.5 µM; actives 2% (n = 350,000); in the data active means activation above about 40%; inconclusive means no clear call, values can overlap the other calls;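 further: 0% = median of the plate's neutral control wells and 100% = double that signal; a rise in the Bmi1 reporter signal indicates esBAF inhibition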
ERAP1 inh: human ERAP1 aminopeptidase inhibitors, primary screen, biochemical, single point, plate reader; Endoplasmic reticulum aminopeptidase 1 (Homo sapiens), Q9NZ08; actives 0.15% (n = 340,000); recombinant ERAP1, Leu-AMC fluorescence, 60 min; inhibition, % at 10.7 µM;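 active means mean replicate inhibition of at least 30%, or all replicates individually reaching that 30% level; inactive means mean below 30% and not every replicate reaching it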;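 further: 0% = neutral control wells and 100% = L-leucinethiol positive control wells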
E-selectin induc: E-selectin induction in HUVECs, primary screen, imaging, HUVEC, immunofluorescence imaging, single point. P16581. normalized: neutral wells 0, TNF-alpha wells 100. activation, % at 7.58 µM. actives 0.37% (n = 260,000). AID 686992, 2013;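 active means mean E-selectin-positive cell signal at least 10% of the positive control, reached in at least 60% of replicates, without over 20% cell loss; inconclusive means no rule given, readout overlaps actives, possibly toxicity-flagged; inactive means the rest, including those meeting only one limit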;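 further: in these data hits start at about 27%; measured in HUVEC primary endothelial cells; signal is the percent of cells scored E-selectin positive by PE staining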
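Material: HUVEC primary endothelial cells; Amount: 3,000 cells per well; Dosing: single concentration; Medium: EGM-2 growth medium on 0.1% gelatin-coated wells; Read-out basis: percent E-selectin-positive cells; Signal: immunofluorescence imaging; Control set: TNF-alpha, DMSO.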
RAD52 anneal inh: RAD52 DNA annealing inhibitors, primary screen, biochemical, FRET, single point, set 2; DNA repair protein RAD52 homolog (Homo sapiens), P43351; recombinant RAD52 DNA annealing, FRET fluorescence; inhibition, % at 18.7 µM; actives 0.46% (n = 360,000); AID 651710, 2012;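 active means every replicate showing at least 50% inhibition; inconclusive means mean inhibition at least 50% but not in every replicate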
Target sequence (P43351 whole entry, looked up): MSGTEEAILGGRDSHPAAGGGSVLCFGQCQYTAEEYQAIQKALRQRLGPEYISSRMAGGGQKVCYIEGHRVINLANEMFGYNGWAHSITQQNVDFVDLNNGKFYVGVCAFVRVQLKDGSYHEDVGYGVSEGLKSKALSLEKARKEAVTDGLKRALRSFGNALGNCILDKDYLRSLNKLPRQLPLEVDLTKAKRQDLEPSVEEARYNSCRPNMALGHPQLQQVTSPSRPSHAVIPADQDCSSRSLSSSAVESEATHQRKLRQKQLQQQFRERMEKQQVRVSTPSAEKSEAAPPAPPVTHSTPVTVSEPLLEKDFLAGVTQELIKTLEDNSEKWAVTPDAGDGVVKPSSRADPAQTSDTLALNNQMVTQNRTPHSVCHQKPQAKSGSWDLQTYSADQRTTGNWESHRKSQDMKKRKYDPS
S100A4 MyoIIA: inhibitors of S100A4-myosin IIA peptide binding, primary screen, biochemical, fluorescence polarization, TAMRA-MyoIIA peptide; Protein S100-A4 (Homo sapiens), P26447; actives 0.14% (n = 360,000); inhibition, % at 10.7 µM;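 active means mean inhibition of at least 70% across replicates, with every replicate also reaching that level; inconclusive means mean inhibition reaches 70% but some replicates fall short; inactive means mean inhibition below 70%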
Target sequence (P26447 whole entry, looked up): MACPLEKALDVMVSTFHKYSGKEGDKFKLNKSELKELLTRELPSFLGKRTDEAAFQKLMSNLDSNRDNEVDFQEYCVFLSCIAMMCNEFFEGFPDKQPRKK
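Material: S100A4 monomer (human). Medium: Calcium-containing HEPES buffer, pH 7.2. Probe or stimulus: labelled myosin peptide probe, 5 nM. Compound dosing: one concentration per compound. Timing: polarization read 5 min after assay mix addition, stable 5–60 min. Benchmarks: DMSO as neutral control, TFP as positive control.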
Xi reactivation: activators of inactive X chromosome reactivation, primary screen, imaging, XiGFP fibroblasts, GFP high-content imaging, set 2 | activation, % at 7.58 µM | actives 0.055% (n = 360,000) | XiGFP mouse fibroblasts, % GFP-positive cells imaging, 3 d; cells co-treated with 5-aza-dC sensitizer; scaled so ellipticine positive control = 100%;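 active means mean normalized replicate activation at least 10% and every replicate at or above 10%; inconclusive means only one of the two criteria met; inactive means mean below 10% and not all replicates reach 10%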;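 further: 0% = median of on-plate neutral control wells and 100% = ellipticine 6 µM median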
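System: 68-5-11 XiGFP fibroblast line | Buffer or medium: DMEM containing 5-aza-dC | Compound: Single point | Times: Compounds 3 days, fix/stain 15 min at room temperature | Benchmarks: Positive control ellipticine, 6 µM final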
* = called active by the depositor; ? = inconclusive; . = not tested or not shown; & = joins results of further samples; ! = repeats disagree.

SMILES	RAD54 inh	ERp5 block	esBAF inh	ERAP1 inh	E-selectin induc	RAD52 anneal inh	S100A4 MyoIIA	Xi reactivation
COc1ccc2nc(Nc3ccccc3OC)sc2c1	.	-1	.	1	2.1	-1	1	0.1
O=C(C[C@@H]1C[C@H]2c3cc(NC(=O)NC4CCCC4)ccc3O[C@H]2[C@@H](CO)O1)NCc1cccc(F)c1	-8	-2	2	-1	-0.2	5	8	-0.1
COc1ccc(CN(C)C[C@H]2Oc3ccc(NC(=O)Nc4ccc(F)cc4)cc3CC(=O)N([C@@H](C)CO)C[C@H]2C)cc1	-1	0	5	-2	.	-23	-5	.
Cc1ccn2c(CN(C)CCn3nc(C)cc3C)c(C(=O)N3CCCCCC3)nc2c1	.	2	.	-4	.	-14	-6	0.0
O=C(c1cc(-c2cccc(Cl)c2)on1)N1CCOCC1	3	0	44*	1	.	-14	3	0.0
Cc1cccc(/C(N)=N/OC(=O)COc2ccc(Cl)c(C)c2)c1	-6	-2	0	-4	0.0	-2	-3	0.1
Nc1nc2ccccc2[nH]1	-12	-2	-1	-7	0.1	-8	1	0.1
Cc1cccc(C(C(=O)NC2CCCC2)N(C(=O)c2csnn2)C2CCCC2)c1 (configuration not stated)	0	1	6	2	.	-11	0	0.6
C(=C\c1ccc(C2[C@@H]3CN(Cc4cccnc4)C[C@H]2N3)cc1)/c1ccccc1 (some centres not stated)	.	8&-5	.	-1&-1	0.0&0.0	70*!	?	0.0&0.2
C[C@@H]1CN([C@H](C)CO)C(=O)c2ccccc2-c2ccccc2CO[C@@H]1CN(C)S(=O)(=O)c1ccc(C#N)cc1	1	0	1	0	0.0	10	6	-0.2
CC1CC(C)CN(S(=O)(=O)N2CCCC(C(=O)NCCc3ccc(Cl)cc3)C2)C1 (configuration not stated)	-3	0	3	5	.	-3	-4	0.0
CC(C)C[C@H]1COc2cccc(N3CCCCC3)c2S(=O)(=O)N1	.	-2	.	-6	0.1	-71	-9	-0.2
O=C(NN1C(=O)/C(=C/C=C/c2ccccc2)SC1=S)c1ccncc1	.	?	.	7	.	-102	43	0.3
Cn1cc(CN2CCN(CCO)CC2)c(-c2ccc(Oc3ccccc3)cc2)n1	4	-1	-5	3	1.0	7	-12	0.0
COc1ccc(C(=O)NCc2cn3cccc(C)c3n2)cc1OC	-10	-5	-2	2	.	-6	0	0.0
O=C(N/N=C/c1ccccn1)c1ccc(Cl)c(Cl)c1	0	2	-5	0	1.2	-5	2	0.0
O=C(COC(=O)CC1CCCC1)Nc1ccc(Cl)cc1	.	3	-14	3	9.3	-9	-3	0.1
C=CCNc1ncnc2c1ncn2[C@H]1CN(CCOC)C[C@@H](CO)O1	6	-4	-9	6	.	-40	-2	0.3
COc1ccc(CN2CC3(CN(C(=O)Cc4ccncc4)C3)c3c([nH]c4cc(OC)ccc34)[C@H]2CO)cc1	.	-2	.	0	0.0	-23	-12	0.3
O=C(c1ccc2nc(N3CCCCC3)sc2c1)N1CCN(Cc2ccc3c(c2)OCO3)CC1	-5	12	-8	5	-0.8	-4	0	0.0
Cc1oc(-c2cc(F)ccc2F)nc1CN1CCN(c2cnccn2)CC1	4	-1	-3	0	3.2	9	-3	-0.2
COCCN1C(=O)CN(S(C)(=O)=O)CC1(C)C(=O)Nc1ccc2c(c1)OCCO2 (configuration not stated)	.	8	.	-2	-0.2	-8	2	0.3
CC(=O)c1nn(-c2ccccc2)cc1C(=O)c1ccc(C)cc1	2	-9	.	.	.	-26	-7	0.0
Cc1cc([N+](=O)[O-])ccc1NC(=O)C[n+]1ccc(N(C)C)cc1	.	1	0	-1	.	-3	-4	0.0
CCCNC(=O)C[C@H]1CC[C@@H]2[C@H](COC[C@@H](O)CN2C(=O)Nc2ccc(Cl)c(Cl)c2)O1	1	2	6	2	0.2	-5	5	0.4
Cc1ccc(-n2c(SCC(=O)NC3CCCCC3)nc3c(c2=O)SCC3)cc1	-11	2	-5	4	0.2	-2	-4	0.3
O=C(NC(c1ccccc1)c1ccc2ccccc2n1)C1CCN(Cc2ccc(Cl)c(Cl)c2)CC1 (configuration not stated)	-5	2	10	-1	0.3	-51	-5	-0.2
O=C(O)CC(Cn1cnnn1)c1ccccc1 (configuration not stated)	2	-8	-7	-1	-0.3	-5	-3	0.4
C[C@@H]1CN([C@@H](C)CO)C(=O)c2cccc(NC(=O)c3ccc(-c4nccs4)cc3)c2O[C@@H]1CN(C)S(=O)(=O)c1ccc(Cl)cc1	-9	-4	-3	-2	-0.3	-13	-27	-0.4
O=C(N[C@H]1CC[C@@H](CCNS(=O)(=O)Cc2ccccc2)O[C@@H]1CO)c1ccc2c(c1)OCO2	9	1	-1	1	0.3	-11	9	0.2
COc1ccc(NC(=O)Nc2cccc3c2O[C@@H](CN(C)C(=O)Nc2ccc(OC)cc2)[C@H](C)CN([C@H](C)CO)C3=O)cc1	-2	8	-6	0	0.1	5	3	0.1
O=C(C[C@@H]1C[C@H]2c3cc(NC(=O)Cc4ccncc4)ccc3O[C@H]2[C@@H](CO)O1)NCCN1CCCCC1	0	-3	-6	1	0.4	17	1	0.0
C[C@H](CO)N1C[C@H](C)[C@H](CN(C)S(=O)(=O)c2ccc(Cl)cc2)OCCCC[C@H](C)Oc2ccc(NC(=O)c3ccncc3)cc2C1=O	0	-1	7	3	.	27	-16	0.0
Cc1ccc(-n2cc(CNC(C)c3cnn(C)c3C)c(-c3ccc(F)cc3)n2)cc1 (configuration not stated)	.	5	.	1	0.5	-15	-3	0.0
COCC(=O)N(C)C[C@H]1Oc2ncc(C#CC3(O)CCCC3)cc2C(=O)N([C@@H](C)CO)C[C@@H]1C	6	0	1	-2	0.0	2	-25	-0.2
CCCCC(=O)NNC(=O)c1c(O)c2ccccc2[nH]c1=O	.	-5	4	.	-0.2	-11	-2	0.4
Cc1ncc([N+](=O)[O-])n1CCO	7	6	4	-3	0.0	-6	-5	-0.1
O=C1CCC(=O)c2ccc3c4c(ccc1c24)CC3	3	7	.	3	-0.3	-79	8	0.1
O=C(Nc1ccccc1F)N[C@H]1CC[C@H](CCNC(=O)C2CCCC2)O[C@H]1CO	-5	7	1	0	-0.1	-9	-3	-0.1
CCOc1ccc(N(C)Cc2cc(=O)oc3ccc(OCC)cc23)cc1	5	1	0	-3	-0.1	-8	4	0.1
O=C1NCCc2onc(-c3ccc(Br)cc3)c21	9	5	17	13	-0.1	-7	5	0.1
O=C(CCC1CCCN(c2ncccn2)C1)NCc1ccccc1F (configuration not stated)	.	-1	.	-2	0.0	-1	-1	0.0
CC1CCc2cc(F)ccc2N1C(=O)c1cnc2sccn2c1=O (configuration not stated)	2	-1	-2	3	2.2	5	-1	-0.1
S=C(c1ccc(-c2ccc(Br)cc2)o1)N1CCCCC1	-14	-1	48*	-2	0.1	2	0	0.0
CN=c1scc(C)n1/N=C/c1cc(Br)c(O)c(Br)c1	.	5	.	6	7.1	-15	2	0.0
CO[C@@H]1CN(C)C(=O)c2cc(NS(C)(=O)=O)ccc2OC[C@H](C)N(Cc2ccccc2)C[C@@H]1C	4	-5	-4	-2	0.0	-3	-25	0.0
Cc1ccc2[nH]c(=O)c(CN(CCc3ccccc3)C(c3nnnn3Cc3ccco3)C(C)C)cc2c1 (configuration not stated)	-16	-4	.	.	-0.5	-75	-6	0.0
C/C=C(\C)CN1CCC(n2nccc2NC(=O)CCCc2ccccc2)CC1	13	-2	-4	0	-0.2	-20	-8	-0.1

Already shown: 13 of the compounds above.
SMILES	RAD54 inh	ERp5 block	esBAF inh	ERAP1 inh	E-selectin induc	RAD52 anneal inh	S100A4 MyoIIA	Xi reactivation
CCCCC(=O)NNC(=O)c1c(O)c2ccccc2[nH]c1=O	.	-5	4	.	-0.2	-11	-2	0.4
Cc1ncc([N+](=O)[O-])n1CCO	7	6	4	-3	0.0	-6	-5	-0.1
O=C1CCC(=O)c2ccc3c4c(ccc1c24)CC3	3	7	.	3	-0.3	-79	8	0.1
O=C(Nc1ccccc1F)N[C@H]1CC[C@H](CCNC(=O)C2CCCC2)O[C@H]1CO	-5	7	1	0	-0.1	-9	-3	-0.1
CCOc1ccc(N(C)Cc2cc(=O)oc3ccc(OCC)cc23)cc1	5	1	0	-3	-0.1	-8	4	0.1
O=C1NCCc2onc(-c3ccc(Br)cc3)c21	9	5	17	13	-0.1	-7	5	0.1
O=C(CCC1CCCN(c2ncccn2)C1)NCc1ccccc1F (configuration not stated)	.	-1	.	-2	0.0	-1	-1	0.0
CC1CCc2cc(F)ccc2N1C(=O)c1cnc2sccn2c1=O (configuration not stated)	2	-1	-2	3	2.2	5	-1	-0.1
S=C(c1ccc(-c2ccc(Br)cc2)o1)N1CCCCC1	-14	-1	48*	-2	0.1	2	0	0.0
CN=c1scc(C)n1/N=C/c1cc(Br)c(O)c(Br)c1	.	5	.	6	7.1	-15	2	0.0
CO[C@@H]1CN(C)C(=O)c2cc(NS(C)(=O)=O)ccc2OC[C@H](C)N(Cc2ccccc2)C[C@@H]1C	4	-5	-4	-2	0.0	-3	-25	0.0
Cc1ccc2[nH]c(=O)c(CN(CCc3ccccc3)C(c3nnnn3Cc3ccco3)C(C)C)cc2c1 (configuration not stated)	-16	-4	.	.	-0.5	-75	-6	0.0
C/C=C(\C)CN1CCC(n2nccc2NC(=O)CCCc2ccccc2)CC1	13	-2	-4	0	-0.2	-20	-8	-0.1

Next entries follow:
SMILES	RAD54 inh	ERp5 block	esBAF inh	ERAP1 inh	E-selectin induc	RAD52 anneal inh	S100A4 MyoIIA	Xi reactivation
CCOC(=O)[C@H]1[C@H]2COc3ccc(C)cc3[C@@H]2N2C(=O)CN(C)C(=O)[C@@]12C	5	2	1	10	-0.1	-6	0	-0.1
CNC[C@@H]1OCCCC[C@H](C)Oc2ccc(NS(=O)(=O)c3cn(C)cn3)cc2C(=O)N([C@@H](C)CO)C[C@@H]1C	3	.	-3	.	0.0	.	.	0.1
COc1ccccc1C=NN1C(=O)CSC1=S	.	8	.	0	0.3	-12	-3	0.6
CCn1nc(C(=O)OCC(=O)N2CC(=O)Nc3ccccc32)c2ccccc2c1=O	.	4	.	8	.	-19	5	0.0
